mcGAS MS inh = inhibitors of mouse cGAS; Q8C6L5; recombinant mouse cGAS, cGAMP by RapidFire MS; inhibition, % at 12.5 µM; 130,000 compounds, 0.18% hits; AID 1259397;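 active means inhibition of cGAS enzyme activity at or above 60%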;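 further: enzyme stimulated by 45 bp dsDNA with ATP and GTP substrates; cGAMP share of summed cGAMP plus half ATP and half GTP signals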
Target sequence (Q8C6L5 whole entry, looked up): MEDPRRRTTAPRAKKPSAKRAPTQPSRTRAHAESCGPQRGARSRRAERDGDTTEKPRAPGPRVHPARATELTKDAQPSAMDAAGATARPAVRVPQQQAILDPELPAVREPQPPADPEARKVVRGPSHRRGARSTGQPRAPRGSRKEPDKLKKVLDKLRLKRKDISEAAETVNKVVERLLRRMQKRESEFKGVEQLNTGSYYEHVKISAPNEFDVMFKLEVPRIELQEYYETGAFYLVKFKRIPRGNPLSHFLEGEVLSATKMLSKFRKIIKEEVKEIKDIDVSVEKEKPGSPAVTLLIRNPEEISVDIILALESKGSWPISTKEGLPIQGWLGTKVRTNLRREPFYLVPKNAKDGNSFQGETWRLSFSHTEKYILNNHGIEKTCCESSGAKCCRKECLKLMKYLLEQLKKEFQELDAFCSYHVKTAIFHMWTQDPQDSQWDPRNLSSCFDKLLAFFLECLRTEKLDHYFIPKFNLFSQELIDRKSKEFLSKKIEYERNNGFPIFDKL
An asterisk follows results filed as active; & = joins results of further samples. A portion of the library, so the mix of outcomes need not match the whole.

SMILES | mcGAS MS inh
NS(=O)(=O)c1cc2c(cc1Cl)NC(=CSCc1ccccc1)NS2(=O)=O | 2.1&4.3
O=C(CNC(c1ccccc1)c1cccs1)N(C1CCCC1)C1CCS(=O)(=O)C1 (stereo unspecified) | -8.1
CN1CCCC(CN(CCc2ccccc2)C(=O)C2=CCCC2)C1 (stereo unspecified) | -7.6
Cn1c(-c2ccccc2)nn(CCNC(=O)/C=C/c2ccccc2)c1=O | 0.3
CCn1c(O)c(N=NC(=O)c2ccccc2[N+](=O)[O-])c2ccccc21 | -5.0
CCOC(C)c1noc(CN(C)C(=O)c2cccnc2Cl)n1 (stereo unspecified) | -5.5
O=C(CCc1ccco1)NC1c2ccccc2-c2ccccc21 | -11.2
CC1CCN(C(C)C(=O)Nc2cccc3ccccc23)CC1 (stereo unspecified) | -5.3
CC(=O)Nc1ccc(-c2csc(NC(=O)CN3CSCC3=O)n2)c(F)c1 | -11.6
CCCCc1ncc(CN2CCOc3ccc(CN4CCC[C@H]4C(=O)OC)cc3C2)[nH]1 | -7.5
Cc1nc(NCC(C)C)c2sc3nc4c(cc3c2n1)COC(C)(C)C4 | -30.0
Cc1ccc(NC(C(=O)N2CCOCC2)c2ccccc2)c(C)c1 (stereo unspecified) | -0.6
COc1ccc(CN(C)C(=O)NCc2ccc(C)cc2)c(OC)c1OC | -15.9
COc1cc(=O)n(-c2ccccc2)nc1C(=O)N1c2ccc(F)cc2CCC1C (stereo unspecified) | -27.0
C=CCN(Cc1ccccn1)Cc1c(C)nn(C)c1Cl | -12.0

Four compounds already listed, ordered by SMILES length, lowest first.
SMILES | mcGAS MS inh
C=CCN(Cc1ccccn1)Cc1c(C)nn(C)c1Cl | -12.0
O=C(CCc1ccco1)NC1c2ccccc2-c2ccccc21 | -11.2
Cc1nc(NCC(C)C)c2sc3nc4c(cc3c2n1)COC(C)(C)C4 | -30.0
CC(=O)Nc1ccc(-c2csc(NC(=O)CN3CSCC3=O)n2)c(F)c1 | -11.6

(continued)
SMILES | mcGAS MS inh
CN(C(=O)CC(c1ccccc1)c1ccc2c(c1)OCO2)C1CCOCC1 (stereo unspecified) | -7.1
Cc1nc(-c2ccccc2)c(C(=O)Nc2ncn[nH]2)s1 | 0.6
COc1ccc(-c2n[nH]c(=S)n2-c2ccc(C)cc2)cc1 | -2.5
Cc1cnccc1CN(C)C(=O)c1ccc2cccnc2n1 | -7.7
CC(OC(=O)C12CC3CC(C1)CC(c1ccccc1)(C3)C2)C(=O)N1CCCC1 (stereo unspecified) | -7.3
Cc1nn(C2CCS(=O)(=O)C2)c2nc(-c3ccco3)cc(C(=O)O)c12 (stereo unspecified) | -0.5
Cc1nc(SC2CCOC2=O)c(C#N)c(C)c1C (stereo unspecified) | 5.2
COCc1nn2c(nnc3c(=O)n(CCc4cnc[nH]4)ccc32)c1-c1ccccc1 | -11.9
O=S(=O)(c1ccc(-n2cccn2)c(F)c1)N1CCSCC1 | 2.3
Cn1c(=O)c([N+](=O)[O-])c(N2CCN(Cc3ccc(Cl)cc3Cl)CC2)c2ccccc21 | -2.9
O=[N+]([O-])O[C@@H]1CO[C@H]2[C@@H]1OC[C@@H]2O | -2.1
COCCN(Cc1ccc(F)cc1OC)CC1CCCN(C2Cc3ccccc3C2)C1 (stereo unspecified) | -7.7
CSCC[C@@H](CO)n1ccnc1-c1cc2c(cc1C)OCO2 | -7.5
CC(C)Nc1ncccc1C(=O)N1CC(C)OC(c2ccccc2)C1 (stereo unspecified) | -8.0
CCCn1c(N)c(C(=O)CSc2nnc(N)s2)c(=O)[nH]c1=O | -1.5
Cc1cccc(C2CCCN2c2nc(N(C)C)cc(C(F)(F)F)n2)c1 (stereo unspecified) | -1.6
O=C(CCCc1cn[nH]c1)NC1CC(=O)N(Cc2ccc(F)cc2)C1 (stereo unspecified) | -1.7
CCN(CC)C1C(=O)Nc2ccc(C)cc2C1c1ccccc1 (stereo unspecified) | 1.2
O=C(Cn1cnc2c(nnn2-c2ccccc2)c1=O)N1CCOCC1 | 1.7
O=C(COc1ccc(F)c(Cl)c1)NCC(=O)Nc1ccccc1Br | -2.6
Cc1nc(C2CC2)ncc1C(=O)N(C)Cc1ccccc1-n1cccn1 | 0.7
CC(C)=CC(=O)N(CC1CCC1)CC1CCCO1 (stereo unspecified) | -12.8
CCC(=O)N1CCOCC2(CN(Cc3ccccc3-c3ccco3)CCO2)C1 (stereo unspecified) | -9.7
FC(F)(F)CCc1ccnc(NCc2cccc3[nH]ccc23)n1 | 2.0
CCC(NCc1nccn1C)c1nc(C(F)(F)F)cs1 (stereo unspecified) | -5.4
O=C(NCC1CCOCC1)C1=COC2=NC(=O)N(Cc3ccccc3C(F)(F)F)CCN12 | -7.3
Nc1nnc(SCC(=O)N2N=C3C(=Cc4ccco4)CCCC3C2c2ccco2)s1 (stereo unspecified) | -9.8
Cc1nc(N)c(C#N)c(-c2ccc(Br)s2)c1C | 7.9
O=S(=O)(c1ccc2ccccc2c1)N1CCCc2cccc(O)c21 | -4.6
COc1ccc([N+](=O)[O-])cc1NCc1cccc(C(F)(F)F)c1 | -1.9

The closing four entries of the section above lead into the next:
SMILES | mcGAS MS inh
Nc1nnc(SCC(=O)N2N=C3C(=Cc4ccco4)CCCC3C2c2ccco2)s1 (stereo unspecified) | -9.8
Cc1nc(N)c(C#N)c(-c2ccc(Br)s2)c1C | 7.9
O=S(=O)(c1ccc2ccccc2c1)N1CCCc2cccc(O)c21 | -4.6
COc1ccc([N+](=O)[O-])cc1NCc1cccc(C(F)(F)F)c1 | -1.9
O=C(Nc1ccccc1)C(=O)N1CCOC(c2cccc(F)c2)C1 (stereo unspecified) | -19.8
Cc1ccc(Cc2nnc(Nc3c(C)cccc3C)[nH]c2=O)cc1 | -5.8
O=C(NC(c1ccccc1)c1cnccn1)C1CCN(CCOc2ccc(F)cc2)CC1 (stereo unspecified) | -3.2
Cc1[nH][nH]c(=O)c1CC(=O)N(C)CC1COc2ccccc2O1 (stereo unspecified) | -5.9
O=C(Nc1cccc(S(=O)(=O)NC2CC2)c1)c1cccc2cccnc12 | 3.7
Cc1cc(-c2ccco2)nc2cc3c(cc12)OCO3 | 5.0
S=c1[nH]nc(-c2nccc3ccccc23)n1-c1cccc(Cl)c1 | 5.2
Fc1ccccc1Cn1nnc(-c2ccc(Br)cc2)n1 | -11.5
CN(CCNC(=O)N1CCSCC1)Cc1ccc(F)cc1 | -9.3
N#Cc1ccc(CSCCN2c3cccc4cccc(c34)S2(=O)=O)cc1 | -3.3
COc1ccc(OCCCOc2ccc(Cl)cc2Cl)cc1 | -2.4
CN(CC(=O)OCC1CCCCO1)S(=O)(=O)c1ccccc1 (stereo unspecified) | -2.8
Cc1nn(CCC#N)c2c1C(c1ccc(N(C)C)cc1)C1C(=O)CC(C)(C)CC1=N2 (stereo unspecified) | -1.3
c1c(CN2CCCCCCC2)nn2c1CNCCC2 | -33.0
CC(C)(C)c1ncsc1NC(=O)CCc1ccccc1 | -8.5
CCC(NCc1cn(-c2ccc(OC)cc2)nc1-c1ccccc1Cl)c1ccncc1 (stereo unspecified) | -7.0
CSC(C)C(=O)Nc1ccnn1Cc1cccc(Cl)c1Cl (stereo unspecified) | -2.6
Cc1ccc(-n2ncc(C(=O)NCC(O)c3ccc(O)cc3)c2N)cc1 (stereo unspecified) | -4.1
CCn1ncnc1CN1CCC(c2cc(C(C)C)n[nH]2)CC1 | -14.2
CC=CC=CC(=O)OCCCn1c(=O)c2c(ncn2C)n(C)c1=O | -6.0
Cc1cccc(C)c1NC(=O)CNC(=O)c1cc(=O)c2ccccc2o1 | -12.0
CC1Cc2ccccc2N1C1CCN(C(=O)c2ccc(N(C)C)cc2)CC1 (stereo unspecified) | -4.1
CCN(CC)CC(=O)OCC1C(C)C=C(C)CC1C (stereo unspecified) | 12.0
CCc1sc(C(=O)NC2CCN(C(=O)c3ccncc3)CC2)cc1C | -8.5
CCOC(=O)N1CCN(C(=O)C=Cc2ccco2)CC1 | -0.2
CN(C(=O)c1cc2c(=O)n3ccccc3nc2s1)C1CCCCC1 | -3.6
Cc1cccc(-c2c(-c3ccccc3)ncn2CCCn2ccnc2)c1 | -12.6
CCO[C@H]1COC[C@@H]1NC(=O)CCc1scnc1C | -8.9
CCn1c(=O)n(CCC(=O)Nc2ccc3c(c2)OCO3)c2ccccc21 | -15.9
O=C(Cn1ncnn1)N1CCC(N2CCCC(C(=O)N3CCCC3)C2)CC1 (stereo unspecified) | -11.6

By substructure, the entries above containing a CF3 group
SMILES | mcGAS MS inh
Cc1cccc(C2CCCN2c2nc(N(C)C)cc(C(F)(F)F)n2)c1 (stereo unspecified) | -1.6
FC(F)(F)CCc1ccnc(NCc2cccc3[nH]ccc23)n1 | 2.0
CCC(NCc1nccn1C)c1nc(C(F)(F)F)cs1 (stereo unspecified) | -5.4
O=C(NCC1CCOCC1)C1=COC2=NC(=O)N(Cc3ccccc3C(F)(F)F)CCN12 | -7.3
COc1ccc([N+](=O)[O-])cc1NCc1cccc(C(F)(F)F)c1 | -1.9

New compounds follow:
SMILES | mcGAS MS inh
COc1ccc(C(C)=O)cc1CN1C(=O)C2(CCC2)ON=C1c1cccs1 | 10.5
COc1ccc(NC(=O)NNC(=O)c2ccc(=O)n(Cc3ccc(C)cc3)c2)cc1 | -4.1
Cn1c(=O)[nH]c(=O)c2c1nc(N1CCc3ccccc3C1)n2CCSc1ncccn1 | 0.6
CC(C)C(=O)Nn1ccc2c(cnc3nc(-c4ccccc4)nn32)c1=O | -7.5
Cc1ccc(-c2nc(CCNc3nn4c(=O)ccnc4s3)cs2)cc1 | 1.0
CCCC(C)N1Cc2cccc(NCc3c(C)noc3C)c2C1 (stereo unspecified) | -5.1
CCN(CCn1cccn1)C(=O)c1cccc(OC2CCN(S(C)(=O)=O)CC2)c1 | 4.8
O=C(CCC1CCCN(Cc2ccc(-c3ccccc3Cl)o2)C1)NC1CC1 (stereo unspecified) | -13.9
CC(SCC(=O)N(c1ccc(F)cc1)C1C=CS(=O)(=O)C1)c1ccccc1F (stereo unspecified) | 1.4
Cc1ccccc1-c1noc(-c2cn(CC3CCCO3)nn2)n1 (stereo unspecified) | -14.2
CN1CCC2(CC1)CN(C(=O)c1ccc3[nH]ccc3c1)CCN2C | -23.2
Cc1cccc(N2CCC(C(=O)NCCc3ccccn3)C2=O)c1 (stereo unspecified) | -8.9
CC1CCCN(C(C(=O)NC2CCCC2)c2cc3c(cc2[N+](=O)[O-])OCO3)C1 (stereo unspecified) | -7.0
COc1ccccc1N1CC(c2nc3ccccc3n2Cc2ccc(F)cc2)CC1=O (stereo unspecified) | -2.3
Cc1nc(C(=O)N2CCCCc3ccccc32)nn1-c1ccc(F)cc1 | -1.7

Look-ups from the results shown.
O=S(=O)(c1ccc(-n2cccn2)c(F)c1)N1CCSCC1 @ mcGAS MS inh: 2.3
O=[N+]([O-])O[C@@H]1CO[C@H]2[C@@H]1OC[C@@H]2O @ mcGAS MS inh: -2.1
Cc1nc(N)c(C#N)c(-c2ccc(Br)s2)c1C @ mcGAS MS inh: 7.9
CN(CC(=O)OCC1CCCCO1)S(=O)(=O)c1ccccc1 (stereo unspecified) @ mcGAS MS inh: -2.8

Next section:
SMILES | mcGAS MS inh
O=C(NCC1CCCO1)C1CCN(S(=O)(=O)N2CCCCC2)CC1 (stereo unspecified) | -10.1
Cc1ccc(-c2ccccc2NC(=O)C2CC2)cc1F | -15.0
COc1ccc(C(=O)O)cc1S(=O)(=O)N1CCC(C)c2ccccc21 (stereo unspecified) | -0.9
CC(C)c1ccccc1NC(=O)C1CC1C (stereo unspecified) | -22.7
OCC1(Cc2ccccc2)CCCN(Cc2ccc3nonc3c2)C1 (stereo unspecified) | -3.2
CC(=O)Nc1sc(C)c(C)c1C(=O)OC(C)C(=O)NC1CCCC1 (stereo unspecified) | 3.7
C=CCOc1ccc(Br)cc1C1c2cc3c(cc2OC(=N)C1C#N)OCO3 (stereo unspecified) | -23.1
O=S(=O)(Cc1ccccc1Cl)N1CCOC2(CNCCOC2)C1 (stereo unspecified) | -15.5
CCC1=NN(C(=O)c2ccc(O)cc2)C(O)(C(F)(F)F)C1 (stereo unspecified) | 1.7
CCN1N=C(C)Cn2c1nc1c2c(=O)n(Cc2ccccc2Cl)c(=O)n1C | 1.4
CCOC(=O)N1CCN(C(=O)CSc2c(-c3ccccc3)[nH]c3ccccc23)CC1 | -7.4
CCn1nc(C)c(CNCc2c(C(=O)N3CCCC3)nc3sccn23)c1C | -12.6
COc1ccccc1-n1cnn(CN(CC(C)C)C2CC2)c1=S | -0.5
CCCNC(=O)C1(C)CCN(Cc2cccc(OC(=O)c3ccccc3)c2)C1 (stereo unspecified) | -9.0
CC(C)Sc1nc2c(c(=O)n(C)c(=O)n2C)n1Cc1ccccc1 | -2.3
Cc1cc(S(=O)(=O)N2CCc3ccc(NC(=O)c4ccccn4)cc3C2)c(C)s1 | -4.0&-1.4
COc1ccc(S(=O)(=O)NCC2CCCN(C(=O)c3cscn3)C2)cc1 (stereo unspecified) | -11.5&-2.6
Cc1nc(Cl)sc1C(=O)NCC(C)(C)CCS(C)(=O)=O | -2.2
N#CCSc1ccccc1NC(=O)Cn1nnn(-c2ccccc2)c1=O | 0.1
S=C(NC12CC3CC(CC(C3)C1)C2)N1CCOCC1 | -1.2
N#Cc1c(Cl)nsc1N1CCN(c2ccc(O)cc2)CC1 | 24.2
CN(Cc1ccn(C)c(=O)c1)Cc1ccccc1Br | -11.1
CC(=O)N1CCc2cc(NC(=O)Cc3cccc(C(F)(F)F)c3)ccc21 | -3.1
O=C(c1cnn(-c2ccccc2)n1)N1CCCC(c2nnc(-c3ccccc3F)s2)C1 (stereo unspecified) | -12.8
CN1CCC2(CCN(C(=O)CCOc3ccccc3)CC2)C1 | -33.1
COCCOc1cc2c(cc1CNCC1CN(C)CCO1)OCO2 (stereo unspecified) | 0.5
CN(C)CC1(O)CCCN(Cc2ccccc2OCC(=O)O)CC1 (stereo unspecified) | 3.3
COC(=O)c1ccc(CN(Cc2sccc2C)C2CC2)o1 | -6.5
COc1ccc(C(=O)NCc2nnc(SCC(=O)N3CCc4ccccc43)n2-c2ccc(Cl)c(Cl)c2)c(OC)c1 | -4.7
CC(C)SC(NC(=O)OCc1ccccc1)C(=O)NCc1ccco1 (stereo unspecified) | 9.8
CCCC1CCCN(C(=O)Cc2sc(=S)[nH]c2C)CC1 (stereo unspecified) | 7.2
O=C(Cc1ccc2c(c1)CCO2)NCCc1ccccc1 | -3.8
c1ccc2c(c1)nc1c3cn[nH]c3nnn21 | 3.5

Screens deposited in PubChem BioAssay by Fisher Drug Discovery Resource Center.
